Screening data as filed in PubChem BioAssay.
APJ antagonist: antagonists of human APJ apelin receptor. P35414. CHO-K1 APJ beta-arrestin complementation, luminescence. inhibition, % at 20 µM. 0.32% of 330,000 active. AID 2521;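 active means inhibition above about 40% at 20 µM, limit read from the data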;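 further: cells challenged with 10 nM apelin-13 agonist together with compound; plate controls were apelin-13 plus DMSO wells for no effect and DMSO wells lacking apelin-13 for full effect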
Target sequence (P35414 whole entry, looked up): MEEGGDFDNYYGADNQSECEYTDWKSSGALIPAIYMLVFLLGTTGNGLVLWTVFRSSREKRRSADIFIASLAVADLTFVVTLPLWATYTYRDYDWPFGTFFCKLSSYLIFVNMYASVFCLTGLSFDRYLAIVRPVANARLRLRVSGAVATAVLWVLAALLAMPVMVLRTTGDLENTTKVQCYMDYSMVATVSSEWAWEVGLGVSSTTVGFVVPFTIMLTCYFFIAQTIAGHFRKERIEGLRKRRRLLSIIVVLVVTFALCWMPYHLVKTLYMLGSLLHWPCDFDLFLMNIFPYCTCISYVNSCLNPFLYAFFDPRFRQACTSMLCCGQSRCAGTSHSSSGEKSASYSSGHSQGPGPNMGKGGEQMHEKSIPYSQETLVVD
MIN6 prolif: induces beta-cell replication in MIN6 cells; MIN6 cells proliferation, ATPlite luminescence, 48 h; cells starved in 0.2% serum; 100% = growth in 10% serum; proliferation, % at 10 µM; 0.29% of 330,000 active;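 active means compounds whose signal lies at least 3.5 SD above the mean of all wells on their plate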;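 further: 0% = DMSO-treated cells in low-serum medium and 100% = 10% serum control; some compounds called inactive have numbers as strong as hits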
APJ ag: agonists of human APJ apelin receptor; 0.11% of 330,000 active; CHO-K1 APJ PathHunter beta-arrestin, luminescence; 0% DMSO wells, 100% apelin; activation, % at 20 µM; P35414;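 active means activation more than six SD over the plate average, tested at 20 µM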;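 further: 0% = DMSO alone and 100% = apelin-13 at 10 nM; some results filed as inactive read as strong as hits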
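Assay system: CHO-K1 cells stably expressing ProLink-tagged human APJ and arrestin–beta-gal acceptor. Compound dosing: 20 µM single point, 1% DMSO. Times: 16-18 h seeding, 90 min dark compound exposure, 60 min detection. Detection: beta-gal luminescence. Evaluation: APJ–arrestin association signal. Controls: negative DMSO alone, positive Apelin-13 at 10 nM.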
GRIN3A LBD mod: NR3A (human) ligand-binding domain modulation; NR3A LBD differential scanning fluorimetry, Tm shift; 0% = protein alone, 100% = glycine-bound protein; 2.5% of 340,000 active; Tm shift relative to glycine control, % at 25 µM;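 active means melting temperature shift of at least 10% of the positive control shift, at one fixed dose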
MPTP block: inhibitors of mitochondrial permeability transition pore. 1.4% of 360,000 active. inhibition, % at 10 µM. AID 602449. isolated mouse mitochondria, Ca2+ swelling absorbance, 30 min;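 active means inhibition of 50% or more, scaled per plate between neutral and stimulator controls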;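 further: 0% = DMSO wells given calcium and 100% = 1 mM EGTA wells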
tim23-1 inh: growth inhibitors of tim23-1 mutant yeast. S. cerevisiae tim23-1 growth, BacTiter-Glo luminescence, 24 h. inhibition, % at 20 µM. 1.3% of 330,000 active. AID 463212;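 active means growth inhibition of the mutant yeast at or above 50%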;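 further: temperature-sensitive mutant grown at 25 °C; plate controls were DMSO-treated mutant yeast for no effect and medium wells lacking yeast for full effect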
NALP3 yeast inh: inhibitors of NALP3 inflammasome in yeast. Yeast reconstituted NLRP3/ASC/caspase-1, beta-gal luminescence, 24 h. inhibition, % at 10 µM. 0.39% of 330,000 active;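 active means inhibition of 50% or more; inactive means inhibition below 50%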;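 further: plate controls were induced DMSO wells for no effect and uninduced yeast grown without galactose for full effect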
TIM10 inh: inhibits growth of TIM10 yeast strain; S. cerevisiae TIM10 strain growth, BacTiter-Glo luminescence, 24 h; AID 463195; 1.4% of 330,000 active; inhibition, % at 10 µM;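 active means inhibition of 40% or more at the single tested concentration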;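 further: wild-type TIM10 isogenic control strain grown at permissive 25 °C; 0% = DMSO yeast wells and 100% = minimal medium wells without yeast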
tim10-1 inh: inhibits growth of tim10-1 mutant yeast; S. cerevisiae tim10-1 ts strain growth, BacTiter-Glo, 24 h; inhibition, % at 20 µM; 2.2% of 330,000 active; AID 463190;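 active means inhibition of at least 40%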;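 further: mutant grown at 25 °C; 0% = DMSO wells with yeast and 100% = wells holding no yeast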
The depositor's hits bear a star; nt = not tested or not shown.

SMILES | APJ antagonist | MIN6 prolif | APJ ag | GRIN3A LBD mod | MPTP block | tim23-1 inh | NALP3 yeast inh | TIM10 inh | tim10-1 inh
CCN(CC)C1CCN(Cc2c(C(=O)N3CCCCCCC3)nc3ccc(Cl)cn23)C1 (stereo unspecified) | 13.9 | -1.4 | -6.0 | 2.2 | -0.1 | 10.1 | 16.1 | 1.5 | 11.6
CC(C(=O)NCC1CCCCC1)N(C)Cc1ccc(Cl)cc1 (stereo unspecified) | -27.5 | -3.9 | -5.2 | -2.8 | -1.0 | 33.1 | -16.0 | 11.0 | 18.6
COCCNC(=O)c1ccc2c(c1)nc(C)n2-c1cc(OC)c(OC)c(OC)c1 | 17.8 | 1.3 | 2.2 | 1.4 | -1.2 | 3.7 | 1.3 | -6.9 | -9.1
COc1ccccc1NC(=O)CN(c1ccc(C23CC4CC(CC(C4)C2)C3)cc1)S(C)(=O)=O | -8.7 | -6.6 | -1.5 | -1.0 | 0.7 | 28.2 | -9.1 | 13.4 | 17.0
CCN(C(=O)CSc1nnc(C)n1-c1cccc(C)c1)C1CCS(=O)(=O)C1 (stereo unspecified) | 3.6 | -0.2 | -3.6 | 3.2 | -1.7 | -8.0 | -1.3 | -8.6 | -0.4
CCCn1nc(C(=O)Nc2ccc3c(c2)OCCO3)c2ccccc2c1=O | -2.0 | 2.0 | -4.3 | 1.1 | 1.0 | 35.9 | 26.6 | 16.6 | 8.5
CC1=C(C)C(=O)OC(C(C)C2CCC3C4CC=C5CC(OC6OC(COC7OC(CO)C(O)C(O)C7O)C(O)C(O)C6O)CC(O)C5(C)C4CCC23C)C1 (stereo unspecified) | 0.9 | 1.5 | -4.4 | -4.5 | 1.0 | 17.2 | 18.6 | 10.2 | 26.0
O=C(COC(=O)c1cc([N+](=O)[O-])ccc1NCc1ccccc1)NC1CCCCC1 | 5.8 | -2.0 | -2.6 | -9.5 | -1.3 | -2.9 | 2.4 | -9.2 | -0.3
CCCCC1=CC2=C(c3ccco3)C(=O)C(C)(OC(=O)c3ccc(OC)cc3)C(=O)C2=CN1Cc1ccccc1 (stereo unspecified) | 5.2 | -6.8 | 0.3 | -5.2 | 1.4 | 9.7 | 9.8 | 5.3 | 5.9
COc1ccc(C)cc1NC(=O)CSc1nnc(COc2ccc(C)cc2)n1Cc1ccco1 | 2.8 | -3.8 | -7.0 | -0.4 | -6.2 | 27.9 | 21.1 | 9.4 | 20.4
O=C(c1ccc(CN2CCOCC2)cc1)N1CCN(c2cccc(Cl)c2)CC1 | 6.0 | -3.0 | 5.8 | 1.8 | -3.0 | 20.2 | 13.2 | 17.7 | 2.3
Cc1cccc2cc(CN(Cc3cccs3)C(=S)NCc3ccco3)c(=O)[nH]c12 | 9.9 | -5.9 | -1.9 | 0.8 | -0.8 | 25.2 | -1.3 | 6.3 | 18.4
CCCCNC(=O)O[C@@H]1C[C@@H]2CCN3C(=O)CCC[C@H]([C@H]1CC)[C@H]23 | 10.5 | -2.1 | -2.4 | -2.3 | 0.0 | 14.7 | -5.1 | 5.2 | 6.8
O=C(/C=C/c1ccc(Cl)cc1Cl)NCc1ccco1 | -17.3 | -3.9 | -1.6 | -2.3 | 4.1 | 49.2 | 28.9 | 19.9 | 41.9*
O=C1c2ccccc2[C@@H]2C[C@@H](O)[C@H](Nc3ccccc3Cl)CCN12 | nt | nt | nt | 2.0 | -0.5 | 23.9 | nt | -23.0 | 1.0
Cc1ccc(CSC2=NCCN2S(=O)(=O)c2ccc(F)cc2)cc1 | -5.0 | -5.1 | 4.1 | 7.9 | -0.2 | 16.0 | 32.5 | -5.8 | 30.1
COCCCN(C(=O)Nc1cccc(Cl)c1)C(C)c1ccccn1 (stereo unspecified) | 6.7 | -1.8 | -0.9 | 3.8 | 14.3 | 11.1 | 7.7 | 24.1 | 27.0
CC(C)(C)c1nc2scc(-c3ccc(Br)cc3)c2c(=O)o1 | -3.6 | -0.5 | 1.8 | -0.1 | -0.1 | -0.6 | -0.6 | 2.3 | 12.0
Cc1ccc(C(=O)N2CCCCC2)cc1S(=O)(=O)N1CCCCCC1 | 24.7 | -4.3 | 3.4 | -0.3 | 0.8 | 19.6 | 9.1 | -0.4 | 14.5
CC(Sc1nnc(-c2ccco2)n1C)C(=O)Nc1nccs1 (stereo unspecified) | 6.2 | -4.8 | 9.6 | 20.8* | -1.2 | 7.2 | 9.0 | -12.5 | -16.7

Overlap with the part before: two entries, followed by the next part.
SMILES | APJ antagonist | MIN6 prolif | APJ ag | GRIN3A LBD mod | MPTP block | tim23-1 inh | NALP3 yeast inh | TIM10 inh | tim10-1 inh
Cc1ccc(C(=O)N2CCCCC2)cc1S(=O)(=O)N1CCCCCC1 | 24.7 | -4.3 | 3.4 | -0.3 | 0.8 | 19.6 | 9.1 | -0.4 | 14.5
CC(Sc1nnc(-c2ccco2)n1C)C(=O)Nc1nccs1 (stereo unspecified) | 6.2 | -4.8 | 9.6 | 20.8* | -1.2 | 7.2 | 9.0 | -12.5 | -16.7
Cn1nc(C(C)(C)C)cc1NC(=O)Nc1ccc(Cl)cc1 | 3.6 | 0.8 | -1.7 | -0.9 | 27.6 | 12.4 | 11.1 | 10.6 | -1.1
O=[N+]([O-])c1ccc2[nH]cc(S(=O)(=O)N3CCN(c4cccc(Cl)c4)CC3)c2c1 | 13.9 | -7.8 | 3.6 | 27.1* | 3.9 | 15.7 | 5.6 | 7.9 | 24.6
COc1ccc(NC(=S)Nc2cc(C)[nH]n2)cc1Cl | 1.7 | -0.6 | -1.5 | 12.1* | 0.1 | -12.4 | 5.5 | -3.3 | 15.8
CCOc1ccc(C2=C(C=C(C#N)C#N)C(c3ccccc3)c3ccccc3O2)cc1 (stereo unspecified) | 8.0 | 0.0 | -1.8 | -5.2 | 21.6 | 20.5 | 6.6 | 0.8 | 34.6
COc1cccc(/C=N/n2c(C3CCCCC3)n[nH]c2=S)c1O | 6.8 | 0.1 | -5.7 | 0.9 | 1.1 | 47.0 | 22.5 | 36.2 | 48.4*
CCOC(=O)C1(C(F)(F)F)N=C(c2cccnc2)OC(N2CCOCC2)=N1 (stereo unspecified) | 4.5 | 0.5 | -4.3 | -0.2 | -0.2 | 1.9 | 9.2 | 1.9 | 19.2
COC(=O)C1=CO[C@@H](O[C@@H]2O[C@H](CO)[C@@H](O)[C@H](O)[C@H]2O)C2C1C=C[C@@]2(O)CO (stereo partly specified) | 11.7 | -2.2 | -0.5 | -0.2 | -1.6 | 14.5 | 14.3 | 3.4 | 11.6
Cc1noc(C)c1COc1ccc(C(=O)OCC(=O)NC23CC4CC(CC(C4)C2)C3)cc1 | 6.5 | -4.9 | -3.1 | -1.4 | 13.4 | 41.3 | 9.9 | 34.3 | 30.3
Cc1ccc(N(C(=O)CNC(=O)c2ccco2)C(C(=O)NCC2CCCO2)c2ccccc2)c(C)c1 (stereo unspecified) | -11.1 | -0.5 | -2.1 | -1.5 | -1.0 | 11.2 | 0.0 | 16.0 | -3.9
CC(=O)N(CCC(Cc1ccccc1)c1ccc2c(c1)OCO2)Cc1ccccc1F (stereo unspecified) | 12.2 | -3.5 | -5.6 | 3.1 | 0.6 | 16.0 | 7.8 | 18.2 | 30.0
CC(=O)Nc1ccc(C(=O)CN2C(=O)CSC2=O)cc1 | 9.4 | -1.1 | -2.6 | 0.7 | -0.7 | 7.1 | 20.5 | -10.8 | 2.6
CCC(CC)C(=O)N=C1SC2CS(=O)(=O)CC2N1CCc1ccc(OC)cc1 (stereo unspecified) | 12.1 | -0.7 | 2.5 | 1.4 | 0.4 | -2.7 | -5.6 | -3.6 | 11.1
COc1ccc(CCN2C(=O)c3[nH]nc(-c4ccccc4O)c3C2c2cccc(Cl)c2)cc1 (stereo unspecified) | -33.8 | -6.1 | -1.6 | 15.2* | 10.7 | 30.9 | 0.4 | 6.1 | 32.8
O=S(=O)(c1ccc(F)cc1)N1CCN(c2ncnc3c2cnn3-c2ccccc2)CC1 | 7.1 | -0.5 | -0.9 | 0.4 | 2.6 | -13.5 | 1.7 | -3.8 | -6.1
c1ccc(-c2cc(-c3nnco3)c3ccccc3n2)nc1 | -12.2 | 0.3 | -2.6 | 0.9 | 0.4 | 1.3 | 8.7 | -11.3 | 40.2*
COc1ccc(CCNC(=O)c2nnn(CC(=O)Nc3c(C)cc(C)cc3C)c2N)cc1OC | 13.4 | 3.8 | 3.6 | 0.7 | 1.8 | 5.8 | -5.6 | 4.1 | -13.4
Cc1ccc(NC(=O)NC2CCCN2S(=O)(=O)c2ccc(Cl)cc2)cc1 (stereo unspecified) | 3.3 | -3.2 | -0.5 | -7.4 | -0.9 | 21.3 | 8.6 | 13.1 | 18.1
Cc1ccc(N2C(=O)CSC2c2cccnc2)c(Cl)c1 (stereo unspecified) | -4.6 | 1.0 | -4.3 | -1.2 | 1.9 | -12.4 | 22.9 | 4.9 | 14.8
COc1cccc2c1OC1(C)CC2/C(=C(\C)O)C(=O)N1 (stereo unspecified) | 4.8 | -1.1 | 1.2 | -2.0 | -3.4 | 6.5 | 4.5 | 3.4 | 1.5
O=C1Nc2ccccc2OC1CC(=O)N1CCN(c2cccc(C(F)(F)F)c2)CC1 (stereo unspecified) | -13.4 | 0.0 | 2.6 | -2.5 | -1.4 | 30.9 | 3.7 | 29.7 | 39.3
O=C(OCn1nnc2ccccc2c1=O)c1ccc(O)cc1 | -15.3 | 0.0 | -2.3 | -1.2 | -0.2 | 13.4 | 7.2 | -7.8 | 30.4
CC(C)c1ccc(Cc2nnc(NCCCO)[nH]c2=O)cc1 | -2.1 | -2.8 | -2.0 | -0.8 | -0.6 | 10.5 | 5.0 | 8.9 | -0.7
CCc1ccccc1NC(=O)CN1CCN(C(=O)CN2C(=O)NC3(CCCCC3C)C2=O)CC1 (stereo unspecified) | 23.2 | 2.7 | 5.9 | 20.8* | -1.8 | -0.1 | -0.5 | 3.8 | -10.8
Cc1cccc(C)c1NC(=S)NC(=O)CCc1ccccc1 | -13.0 | -4.5 | -1.5 | 8.2 | 0.4 | 56.1* | 19.1 | 47.5* | 50.6*
NC(=O)C1CC(=O)N(CCc2ccc(F)cc2)C1 (stereo unspecified) | 1.2 | -1.9 | -2.3 | -2.2 | -1.0 | -6.1 | -0.5 | -1.9 | -3.4
CC(C)(C)n1ncc2c(=O)n(CC(=O)c3ccccc3)cnc21 | 12.3 | 3.9 | -0.9 | 0.4 | 0.4 | -23.4 | 27.8 | -20.5 | -39.6
O=C(/C=C/c1ccccc1[N+](=O)[O-])Nc1cccnc1 | -12.2 | -1.4 | 1.9 | -5.7 | -0.2 | 13.4 | 4.3 | 5.7 | 2.0
CCc1ncc(/C=C2\C(=O)Nc3ccccc32)[nH]1 | 8.5 | -1.5 | -1.5 | 0.0 | 0.1 | -13.4 | 4.4 | -12.9 | -15.0
O=S(=O)(NC1CC1)c1ccccc1 | 11.2 | -0.2 | -0.4 | 1.9 | -0.2 | -7.3 | 3.1 | -10.7 | -6.9
O=C(COc1ccc(Br)cc1)Nc1ccc2oc(=O)ccc2c1 | 20.2 | -0.2 | -7.5 | -6.1 | -0.4 | 11.5 | 23.7 | 4.6 | 3.4
N#C/C(=C\c1ccc(C(=O)O)cc1)S(=O)(=O)c1cc(Br)ccc1Br | 2.9 | -1.3 | 2.6 | 3.1 | 3.2 | 45.2 | 13.3 | 42.5* | 32.4

The order is random; any-hit rate near 7.2%.
